GalR3 antagonist – antagonists of human GalR3; O60755; inhibition, % at 3 µM; HEK293 GalR3-CNG cAMP membrane potential fluorescence; galR3 body fused to GalR1 C-terminus; actives 0.44% (n = 360,000);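 active means inhibition above the screen-wide average plus 3 SD, cut at about 13% in these data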;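 further: forskolin and galanin both at EC90 stimulate the cells; cAMP rise reported by CNG channel membrane potential dye signal; 0% = forskolin plus galanin with DMSO and 100% = forskolin alone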
Target sequence (O60755 1-299 limits assumed): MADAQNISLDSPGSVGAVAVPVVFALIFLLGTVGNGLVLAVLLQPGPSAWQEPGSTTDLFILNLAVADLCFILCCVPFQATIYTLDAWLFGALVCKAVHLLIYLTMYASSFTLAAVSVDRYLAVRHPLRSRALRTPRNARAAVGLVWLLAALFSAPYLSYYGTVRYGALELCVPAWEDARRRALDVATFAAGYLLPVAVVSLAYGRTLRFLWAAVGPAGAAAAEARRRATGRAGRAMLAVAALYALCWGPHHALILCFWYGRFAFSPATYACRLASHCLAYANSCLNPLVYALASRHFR
An asterisk follows results filed as active.

SMILES | GalR3 antagonist
NC(CCc1ccccc1)c1csc(Nc2cnccn2)n1 (centres undefined) | -7
CCn1cc(CN2CCC(C(=O)Nc3ccc(Oc4ccccc4F)cc3)CC2)cn1 | -7
CNc1ncnc2c1ncn2[C@H]1CN(Cc2cccnc2)C[C@@H](CO)O1 | -2
CC(C)C[C@H](NC(=O)OCC1c2ccccc2-c2ccccc21)C(=O)O | -2
CN1CCN(c2nc3cc(N4CCOCC4)ccc3s2)CC1 | -3
CCOC1=C2CN(S(=O)(=O)c3ccccc3)[C@@H](c3ccccc3)C[C@H]2[C@H]2C(=O)N(c3ccccc3)C(=O)[C@H]2C1 | 2
Cc1cc(C)cc(CC(=O)N2CCC2(C)C(=O)NS(=O)(=O)c2ccccc2Cl)c1 (centres undefined) | -4
CCCCN1C(=O)C(CC(=O)NC2CCCCC2)CC(C(=O)N2CCOCC2)=C1C (centres undefined) | 0
C=CCOc1cccn2c(N(C)C(=O)c3ccc(OC)cc3)c(CC)nc12 | -3
O=C(O)c1ccccc1-c1ccccc1C(=O)Nc1ccc2c(c1)oc(=O)c1ccccc12 | -4
CC(C)C(=O)N1CCC1(C)C(=O)Nc1ccccc1OC(F)F (centres undefined) | -2
CCCOc1ccc(C(F)(F)F)cc1NS(=O)(=O)c1ccc(Cl)nc1 | -6
C=C[C@]1(C)C=C2C(=O)[C@@]3(O)OC(=O)[C@@]4(CCCC(C)(C)[C@H]34)[C@@]2(O)CC1 | 0
COc1ccc(CCNC(=O)CSc2nc3ccsc3c(=O)n2Cc2ccccn2)cc1OC | -4
O=C(COC(=O)c1ccccc1)Nc1cccc(S(=O)(=O)N2CCCCC2)c1 | -3
CC1NS(=O)(=O)c2cc([N+](=O)[O-])ccc21 (centres undefined) | -5
COc1ccc([N+](=O)[O-])cc1N(CC(O)CN1C(=O)NC(C)(C)C1=O)S(=O)(=O)c1ccc(C)cc1 (centres undefined) | -2
COCCNC(=O)c1cc2c(c(-c3cccc(C#Cc4ccc(OC)c(OC)c4)c3)n1)[C@@H](CCO)N(S(=O)C(C)(C)C)C2 (some centres undefined) | -3
COc1ccc(NC(=O)c2cc(-c3cc(F)ccc3OC)n[nH]2)cc1OC | -9
COc1cccc(-c2c(C(=O)O)cc(O)c3ccc(OC)cc23)c1 | -5

Ordered by the number under GalR3 antagonist (high to low): some entries from above
SMILES | GalR3 antagonist
O=C(O)c1ccccc1-c1ccccc1C(=O)Nc1ccc2c(c1)oc(=O)c1ccccc12 | -4
CC1NS(=O)(=O)c2cc([N+](=O)[O-])ccc21 (centres undefined) | -5
COc1ccc(NC(=O)c2cc(-c3cc(F)ccc3OC)n[nH]2)cc1OC | -9

Structural class: those above with sulfur (10)
SMILES | GalR3 antagonist
NC(CCc1ccccc1)c1csc(Nc2cnccn2)n1 (centres undefined) | -7
CN1CCN(c2nc3cc(N4CCOCC4)ccc3s2)CC1 | -3
CCOC1=C2CN(S(=O)(=O)c3ccccc3)[C@@H](c3ccccc3)C[C@H]2[C@H]2C(=O)N(c3ccccc3)C(=O)[C@H]2C1 | 2
Cc1cc(C)cc(CC(=O)N2CCC2(C)C(=O)NS(=O)(=O)c2ccccc2Cl)c1 (centres undefined) | -4
CCCOc1ccc(C(F)(F)F)cc1NS(=O)(=O)c1ccc(Cl)nc1 | -6
COc1ccc(CCNC(=O)CSc2nc3ccsc3c(=O)n2Cc2ccccn2)cc1OC | -4
O=C(COC(=O)c1ccccc1)Nc1cccc(S(=O)(=O)N2CCCCC2)c1 | -3
CC1NS(=O)(=O)c2cc([N+](=O)[O-])ccc21 (centres undefined) | -5
COc1ccc([N+](=O)[O-])cc1N(CC(O)CN1C(=O)NC(C)(C)C1=O)S(=O)(=O)c1ccc(C)cc1 (centres undefined) | -2
COCCNC(=O)c1cc2c(c(-c3cccc(C#Cc4ccc(OC)c(OC)c4)c3)n1)[C@@H](CCO)N(S(=O)C(C)(C)C)C2 (some centres undefined) | -3

Going on with the list.
SMILES | GalR3 antagonist
CCOC(=O)C1=C(O)/C(=C/c2ccc(-c3ccccc3C(=O)O)o2)SC1=Nc1ccc(C)cc1 | -5
COCCCNC(=O)C[C@@H]1C[C@@]2(C(=O)OC)CC(C)(C)CC=C2N(Cc2ccco2)C1=O | -7
COc1cc(C(=O)OCC(=O)Nc2ccccc2)cc2c1OCCO2 | 3
O=c1nc(Oc2ccccc2)nc2ncccn12 | -5
Cc1ccc(CC(=O)Nc2cccc(C(=O)Nc3c(C)n(C)n(-c4ccccc4)c3=O)c2)cc1C | -4
CCCCCCN1C[C@@H](n2cc(C3CC3)nn2)[C@H](O)C[C@@H]1c1ccc(C)cc1 | -7
N#CC1C(=O)NC(c2ccccc2)=CC1c1ccccc1 (centres undefined) | -7
CC(=O)Nc1ccc(C=NNC(=O)C2CC2)cc1 | -5
COC(=O)[C@@]1(Cc2ccc(F)cc2)[C@H]2c3cc(C(=O)N(C)C)n(CCc4c[nH]c5ccc(OC)cc45)c3C[C@H]2CN1C(=O)c1ccccc1 | -4
CC(C)C[C@H]1CNC(=S)N1CC1CCN(CCC23CC4CC(CC(C4)C2)C3)CC1 | -7
CCCC(=O)N1CCCC1(C)C(=O)NCc1c(F)ccc(C)c1F (centres undefined) | -3
COc1cc(C(O)c2nc(-c3cccc(C(=O)O)c3)cs2)ccc1F (centres undefined) | -7
C#CCN(C[C@H]1[C@H](OC(=O)NCc2ccccc2F)[C@H](OC(=O)NCc2ccccc2F)C[C@H]2C(=O)N(c3ccccc3)C(=O)[C@@H]12)S(=O)(=O)c1ccc(C)cc1 | -2
C=CCCC[C@H]1OC(=O)[C@H](C)NC(=O)[C@H](C(C)C)NC(=O)[C@@H]2CCCN2C(=O)[C@H](Cc2ccccc2)OC(=O)[C@@H](C(C)C)N(C)C(=O)[C@H](C(C)C)NC(=O)C1(C)C | -3
C[N+](C)(C)CCNC(=O)c1ccccc1 | -5
COc1ccc(C(C)=O)cc1Cn1c(C)c(C(=O)NCc2ccc(C(C)C)cc2)sc1=O | -2
Cc1nc(-[n+]2nc(-c3ccncc3)nn2-c2ccccc2)sc1C | -3
Cc1noc(C)c1NC(=O)N(C)C[C@H]1OCc2cnnn2CCCC(=O)N([C@H](C)CO)C[C@@H]1C | -4
CCCCn1nnnc1C(c1ccccc1)N1CCN(c2ccccc2OC)CC1 (centres undefined) | -8
CCOC(=O)C1=CCN(S(=O)(=O)c2ccc(C)cc2)C1c1cccc(Cl)c1 (centres undefined) | -3
CC(C)CC1C(=O)N(Cc2cn(Cc3ccco3)nn2)CCS(=O)(=O)N1Cc1ccc(-c2ccccc2)cc1 (centres undefined) | -6
CCN(CC)C(=O)C1=C(C)N(Cc2ccc(OC)cc2)C(=O)C(CC(=O)NCc2ccco2)C1 (centres undefined) | -2
C[C@H](CO)N1C[C@H](C)[C@H](CN(C)S(=O)(=O)c2ccc(F)cc2)Oc2ncc(Br)cc2C1=O | -6
CC(C)c1ccc(S(=O)(=O)Nc2ccc(-n3cnnn3)cc2)cc1 | -3
Cc1ccc(Nc2nc(NCc3ccccc3)nc3ccsc23)c(C)c1 | -11
CCOC(=O)N1CCN(C(=O)C[C@@H]2C[C@@]3(C(=O)OCC)CCCC=C3N(CCc3ccc(OC)c(OC)c3)C2=O)CC1 | -2
CC(C)NC(=O)C1CC(=O)N(CCc2ccc(F)cc2)C1 (centres undefined) | -4
COc1ccc(CN2c3ccccc3C(=O)CS2(=O)=O)cc1OC | -3
COc1cccc(NC(=O)c2ccccc2OCc2c(C)noc2C)c1 | 1
COc1ccc(C(C)C)cc1-c1cncc(NC(C)=O)n1 | -4
CC1(C(=O)NS(=O)(=O)c2cccc(Cl)c2)CCN1C(=O)CC1CCCCC1 (centres undefined) | 0
C=CCC[C@@H](CCCCC)OC(=O)/C=C/[C@H](O)[C@@H](O)C[C@@H](O)CC=C | -1
CC(C)CN1CC(C)C(=O)NC1=S (centres undefined) | 0
CCCCC(=O)N(C)c1c(CC)nc2c(OCc3ccc(S(C)(=O)=O)cc3)cccn12 | -6
CN(C)c1ccc(C(=O)C(=O)N2CCN(c3ccccc3)CC2)cc1 | 3
CC1=CN2C(c3cccc([N+](=O)[O-])c3)=NON(c3ccc(C)cn3)C2C=C1 (centres undefined) | -4
CCOC(=O)C1=CCN(S(=O)(=O)c2ccccc2Br)C1c1ccc(Cl)c(Cl)c1 (centres undefined) | -8
CC(Sc1nnc(Cc2cccs2)n1C)C(=O)Nc1ccc(C(N)=O)cc1 (centres undefined) | -1
CC(O)C1CCC2C3CCC4CC(O)CCC4(C)C3C(=O)CC12C (centres undefined) | -4
O=C(O)c1cc2ccccc2cn1 | 1
CC(C)c1ccc(NC2CCCN(C(=O)CN3CCCCC3=O)C2)cc1 (centres undefined) | 2
O=C1CC(c2ccccc2)(c2ccccc2)c2ccccc21 | -4
Cc1ccc(NC(=O)c2ncn(CCCNCc3ccccc3)n2)cc1C | -6
COC(=O)c1ccc2nc(C3CCCCC3)c(Cc3ccc(C)cc3)n2c1 | -7
O=C(NCc1ccccc1)C(c1ccc(-c2ccccc2)cc1)N1CCN(C(=O)C2CCCO2)CC1 (centres undefined) | -7
CC(O)(c1ccc(F)c(F)c1)c1nc(-c2cccc(C#N)c2)cs1 (centres undefined) | -7
Cc1cc(Cl)ccc1-c1cc2nc(NCCCN(C)C)n(C)c(=O)c2s1 | -3
N#CC1C=Cc2c(ccc3ccccc23)N1C(=O)c1ccccc1 (centres undefined) | 8
COc1cccc(C(NC(C)=O)c2nc(-c3cccc(F)c3)cs2)c1 (centres undefined) | -3
O=C(Nc1ccc2c(c1)OCO2)C1Cc2c(-c3ccncc3)ccnc2O1 (centres undefined) | 3
C[C@H](CO)N1C[C@H](C)[C@@H](CN(C)C(=O)Nc2ccc(C(F)(F)F)cc2)OCc2cn(nn2)CCCC1=O | -6
COC(=O)C1=C(C)N(Cc2cccc(C(F)(F)F)c2)C(=NCc2cc(OC)c(OC)c(OC)c2)NC1c1ccc(F)cc1 (centres undefined) | -8
CN1OC[C@@H]2CN3C(=O)N(c4ccccc4)c4ccccc4[C@@H]3C[C@@H]21 | -6
COc1ccc(C(C(=O)NC2CCCC2)n2c(-c3cccs3)nc3ccccc32)cc1 (centres undefined) | -6
O=C(C1CCC1)N1CCN(S(=O)(=O)c2cc(F)ccc2F)CC1 | -2
C[C@@H]1CN([C@H](C)CO)C(=O)CCCn2nncc2CO[C@H]1CN(C)C(=O)C1CCCCC1 | -3
COC(=O)C1=C(C)N(C)C(=NCc2ccccc2)NC1c1ccccc1C(F)(F)F (centres undefined) | -9
Cc1ccc(Cc2c(C3CCCCC3)nc3cc(C)c(Br)c(C)n23)cc1 | -5
C[C@H](NC(=O)c1ncn2c1C(=O)N[C@@H](C)C2)c1ccccc1 | -6
Cc1cccc(C(O)c2cnc(C)n2Cc2ccccc2)c1 (centres undefined) | -5

Remaining list, next part.
SMILES | GalR3 antagonist
CC1C(=O)N(Cc2cn(CCC3OCCO3)nn2)CCS(=O)(=O)N1Cc1ccc(-c2cccc(N(C)C)c2)cc1 (centres undefined) | -6
O=C(Nc1ccccc1)c1cc(C2CCCCN2S(=O)(=O)c2ccccc2)on1 (centres undefined) | 0
COc1cc2oc(=O)cc(CN3CCCC3)c2cc1Cl | -7
O=C(N[C@@H](Cc1cccnc1)C(=O)N1CCC[C@H]1C(=O)NCCc1ccccc1Cl)C1CC1 | -7
Cc1noc(C)c1S(=O)(=O)N(C)C[C@H]1OCc2cnnn2CCCC(=O)N([C@@H](C)CO)C[C@H]1C | -3
CC(C)c1ccc(CN2CCC2(C)C(=O)Nc2cccc(Oc3ccccc3)c2)cc1 (centres undefined) | -4
C(=C\c1ccccc1)/CN1CCN(C(c2cc3ccccc3o2)c2nnnn2C2CCCC2)CC1 (centres undefined) | 4
CC(=O)Nc1cc(-c2ccccc2CN(C)C)cn2c(-c3ccc(F)c(Cl)c3)cnc12 | 0
C/C=C/c1ccc2c(c1)O[C@@H](CN(C)C(=O)c1ccc(F)cc1)[C@@H](C)CN([C@H](C)CO)S2(=O)=O | -9
O=C(CNC(=O)N1CC(=O)Nc2ccccc21)Nc1ccc(Cl)cc1Cl | -7
CS(=O)(=O)c1ccc(-c2csc(C(O)(c3ccccc3)C(F)(F)F)n2)cc1 (centres undefined) | 0
CCOc1ccc(NC(=O)CN(C)C(=O)CCc2nc3ccccc3c(=O)[nH]2)cc1OCC | 3
CCOC(=O)CC(S(=O)(=O)c1ccccc1)S(=O)(=O)c1ccccc1 | -3
CCCC(=O)OC[C@H]1CN(C2CCCC2)S(=O)(=O)c2c(Oc3ccc(F)cc3OC)cccc2O1 | -6
CC(Sc1nnc2n1CCCCC2)C(=O)Nc1cccc(S(=O)(=O)N2CCOCC2)c1 (centres undefined) | -7
CCOC(=O)C1=CCN(S(=O)(=O)c2ccccc2Cl)C1c1ccc(Cl)cc1 (centres undefined) | -8
CN(C)c1ccc(NC(=O)Nc2ccc3c(c2)c(=O)n(C)n3-c2ccccc2)cc1 | -4
CC(=O)c1ccc(-c2c(CCO)sc3ccccc23)cc1 | -5
C[C@H]1CN([C@@H](C)CO)C(=O)c2cc(Br)cnc2O[C@@H]1CN(C)S(C)(=O)=O | -3
CCOc1ccc(OCC(=O)OCC(=O)N2CCN(S(=O)(=O)c3ccc(C)cc3C)CC2)cc1 | -7
COc1ccccc1-c1nnc(NC(=O)CCS(=O)(=O)c2ccc(F)cc2)o1 | 2
O=S(Cc1ccccc1)Cc1ccccc1 | -1
CC1(C(=O)NS(=O)(=O)c2ccccc2)CCN1C(=O)Cc1ccccc1Cl (centres undefined) | -6
O=C(Nc1ccc2c(c1)OCCO2)C(C1CC1)N1CCC(Cc2ccccc2)CC1 (centres undefined) | -9
O=C(O)c1ccc(C=NN=Cc2ccco2)cc1 | 4
CCCCNS(=O)(=O)c1cccc(NC(=O)[C@@H]2O[C@H](CO)[C@H](O)[C@H](O)[C@H]2O)c1 | -4
Cc1cc(Br)cn2c(Cc3ccccc3C(F)(F)F)c(-c3ccc(F)cc3)nc12 | -6
COC(=O)C(C(=O)OC)[C@@H]1C=C[C@H](C[N+](=O)[O-])N(C(C)=O)C1 | -7

Only part of the results is shown; the hit share may differ from the screen's.
